Source: PubChem (National Center for Advancing Translational Sciences (NCATS))
TRHR PAM = allosterically enhances the human TRH receptor | P34981 | TRHR cells, fluo-8 calcium fluorescence, EC20 TRH enhancement | enhancement, % at 2 µM | 360,000 compounds, 0.66% hits; in the data active = enhancement above about 30%; note: 0% is about no effect
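Enhancer read-out: after compound pinning and an initial kinetic agonist-mode read, an EC20 of TRH (10 nM final) was injected and fluo-8 calcium signal (Ex 480/Em 530) followed at 1 s/cycle for 100 cycles in TRHR-expressing cells.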
D1 ag = activates the human D1 dopamine receptor; P21728; HEK293 T-REx D1 cells, calcium flux, agonist mode; activation, % at 2 µM; 360,000 compounds, 1% hits; AID 504660; in the data active = activation above about 30%; note: 0% is about no effect
Target sequence (P21728 whole entry, looked up): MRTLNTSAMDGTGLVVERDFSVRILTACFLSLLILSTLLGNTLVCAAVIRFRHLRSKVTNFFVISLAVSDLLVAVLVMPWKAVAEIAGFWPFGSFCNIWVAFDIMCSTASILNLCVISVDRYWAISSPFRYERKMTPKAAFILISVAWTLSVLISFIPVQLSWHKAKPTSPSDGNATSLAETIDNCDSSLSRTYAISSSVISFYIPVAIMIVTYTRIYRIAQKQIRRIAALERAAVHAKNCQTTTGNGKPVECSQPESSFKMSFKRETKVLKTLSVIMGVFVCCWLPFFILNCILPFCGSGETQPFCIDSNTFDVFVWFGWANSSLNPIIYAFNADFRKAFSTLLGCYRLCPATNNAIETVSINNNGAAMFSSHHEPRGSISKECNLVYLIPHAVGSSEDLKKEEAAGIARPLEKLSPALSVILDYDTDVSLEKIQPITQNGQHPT
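Tetracycline-induced HEK293 TREx D1 cells, force-coupled to calcium signalling, were dye-loaded with a no-wash calcium kit. Compound was pin-added after a 10 s baseline. Fluorescence was read kinetically at 1 cycle/s for 180 s, with calcium rises flagged as agonism.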
D1 antag = blocks dopamine activation of the human D1 receptor; P21728; HEK293 TREx D1 cells, calcium flux, dopamine EC80; active compounds read low; activity change, negative = inhibition, % at 10 µM; 360,000 compounds, 3.2% hits; in the data active = activity change below about -30%; note: % is set by controls: 0 for no effect and ±100 for the full control effect
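After overnight tetracycline induction at 30 C, force-coupled D1 HEK293 cells took up a no-wash calcium dye at room temperature. Compounds were added and monitored 180 s, and the response to EC80 dopamine was then recorded.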
D2 antagonist = antagonists of human D2 dopamine receptor. P14416. HEK293 TREx D2 cells, calcium flux, dopamine EC80. inhibition, % at 10 µM. 340,000 compounds, 2% hits. AID 485344; in the data active = inhibition above about 30%; note: 0% is about no effect
Target sequence (P14416 whole entry, looked up): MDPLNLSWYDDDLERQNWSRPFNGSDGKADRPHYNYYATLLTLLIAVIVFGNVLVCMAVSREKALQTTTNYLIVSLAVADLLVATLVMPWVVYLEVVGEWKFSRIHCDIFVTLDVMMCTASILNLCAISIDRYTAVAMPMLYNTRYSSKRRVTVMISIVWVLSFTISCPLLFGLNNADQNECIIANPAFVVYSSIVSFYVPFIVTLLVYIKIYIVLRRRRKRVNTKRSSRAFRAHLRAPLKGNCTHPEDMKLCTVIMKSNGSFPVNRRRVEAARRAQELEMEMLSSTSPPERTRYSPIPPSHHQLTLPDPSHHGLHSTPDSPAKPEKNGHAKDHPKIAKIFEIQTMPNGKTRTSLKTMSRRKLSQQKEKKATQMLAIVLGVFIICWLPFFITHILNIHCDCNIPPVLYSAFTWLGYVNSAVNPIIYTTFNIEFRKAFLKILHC
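Inhibition of EC80 dopamine-driven calcium flux, recorded kinetically, defines activity here; cells are a tetracycline-induced HEK293 T-REx line expressing force-coupled D2.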
RXFP1 antag = blocks the human relaxin receptor RXFP1; Q9HBX9; HEK293-RXFP1, relaxin-stimulated cAMP HTRF, 30 min; active compounds read low; activity change, negative = inhibition, % at 57.5 µM; 350,000 compounds, 0.59% hits; AID 1259400;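 active = activity change of -60% or lower, but not beyond a set lower limit; inconclusive = change between -60% and -40%, or beyond the set limit; inactive = change above -40%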; note: % is set by controls: 0 for no effect and ±100 for the full control effect
D2 PAM = positive allosteric modulators of human D2 dopamine receptor; P14416; HEK293 T-REx D2, calcium flux, EC20 dopamine potentiation; potentiation, % at 10 µM; 340,000 compounds, 0.34% hits;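 active = potentiation over 3 SD above the plate norm, cut at about 30% in these data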; note: 0% is about no effect
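Tetracycline-induced Hek293 Trex D2 cells, force-coupled to calcium, loaded with no-wash calcium dye. Compound added with 180 s kinetic read for agonism, then EC20 dopamine and a further 180 s read for potentiation.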
D1 PAM = potentiators of human D1 dopamine receptor; P21728; HEK293 TREx D1 cells, calcium flux, dopamine EC20 potentiation; potentiation, % at 10 µM; 360,000 compounds, 0.036% hits; AID 504651; in the data active = potentiation above about 30%; note: 0% is about no effect
RXFP1 ag = RXFP1 (human) receptor agonism. Q9HBX9. HEK293T-RXFP1 cAMP TR-FRET, 30 min; response scale: percent of porcine relaxin response, buffer zero. Potency, µM (titrated, usually from 57.5 µM), inactives show at the top dose activation, usual class: activators. 370,000 compounds, 0.3% hits; active = well fitted activation curve with a large enough effect; inconclusive = small, poorly fitted or top-dose-only effect; note: potency is the fitted concentration of half-maximal effect; % is set by controls: 0 for no effect and ±100 for the full control effect; nearly all actives have a fitted effect of over 60% in size; many of its hits are not listed in these tables
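HEK293 cells stably expressing RXFP1, treated 30 min at 37C with compounds plus PDE4 inhibitor Ro 20174; cAMP measured by HTRF TR-FRET. Normalized to buffer and 29 nM porcine relaxin; EC50 by Hill fit.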
D2 agonist = D2 dopamine receptor (human) agonism | P14416 | HEK293 T-REx D2 cells, calcium flux agonist mode | activation, % at 2 µM | 340,000 compounds, 0.53% hits;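 active = activation over 3 SD above normal in the single-dose calcium agonist read, cut at about 30% in these data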; note: 0% is about no effect
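Agonism scored from kinetic calcium signal (1 read/sec, 180 s) following compound pin transfer, after a 10 s baseline. Cells: HEK293 Trex line expressing inducible D2 receptor coupled to calcium, dye-loaded after overnight culture at 30 C.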
* marks the source's active call; other numbers are inactive results; u = inconclusive; x = no result given. An excerpt, so the mix of outcomes need not match the whole.

SMILES	TRHR PAM	D1 ag	D1 antag	D2 antagonist	RXFP1 antag	D2 PAM	D1 PAM	RXFP1 ag	D2 agonist
CN1C(=O)C2(c3ccccc31)N(C)CC(c1ccccc1)C21SC(=S)N(Cc2ccco2)C1=O (stereo not drawn)	5.6	2.9	-11.3	-12.7	0.4	5.7	1.9	0.2%	0.7
COCCNc1ncnc2c1cnn2Cc1ccc(Cl)cc1	1.7	2.9	-21.8	-11.4	-12.2	x	-9.1	-0.2%	1.6
O=C(NCc1ccccc1)c1cc(-c2ccco2)on1	-0.2	2.5	0.4	8.6	-11.6	-2.2	-4.8	0.6%	-0.2
Cc1cc(N2CCOCC2)nc2ccc(NC(=S)NCCC(C)C)cc12	14.2	-1.2	12.2	-4.8	2.4	-8.6	6.7	0.3%	-0.6
CCOC(=O)N1CCN(C(=O)c2cccc(N3C(=O)NC4CC3(C)Oc3ccc(Cl)cc34)c2)CC1 (stereo not drawn)	-2.1	1.9	-15.9	22.2	-18.0	2.8	5.3	-0.8%	-0.1
O=C(O)c1cccc(NS(=O)(=O)c2ccc(-c3ccc(S(=O)(=O)Nc4cccc(C(=O)O)c4)cc3)cc2)c1	0.6	0.2	-3.7	0.1	-3.9	-5.5	-9.2	0.4%	0.4
C=CCn1c(O)c(N=NC(=O)CNC(=O)c2ccco2)c2ccccc21	4.1	3.1	-9.8	7.7	9.1	-0.9	1.6	0.0%	-1.2
CCOc1ccccc1OCC(=O)Nc1cc2c(cc1C(=O)O)OCCCO2	4.9	-0.3	-4.1	14.7	0.1	-3.0	-5.5	0.9%	-0.6
O=C(Nc1ccc(Cl)c(C(F)(F)F)c1)C1CCCN(S(=O)(=O)c2cnc[nH]2)C1 (stereo not drawn)	0.4	3.7	21.8	12.7	2.6	-6.4	-2.5	0.3%	0.1
CC(=O)Nc1ccc2nc(NC(=O)CCc3ccccc3)sc2c1	9.2	4.2	8.6	0.8	-2.0	-2.0	-0.4	0.3%	-0.7
O=C(NCc1cccc(Cl)c1)c1ccc2nc(N3CCCCC3)sc2c1	1.2	1.8	-1.3	x	x	8.2	-0.2	-4.9%	-0.1
Cc1ccc2[nH]c3c(c2c1)CCNC3=O	-1.7	1.6	5.3	-10.4	0.1	-4.4	-2.6	-1.0%	1.7
CN1C(=O)c2ccccc2Sc2ccc(NC(=O)N3CCOCC3)cc21	-5.3	2.0	5.9	22.7	-1.0	-9.0	-6.3	0.1%	x
Cc1ccc2cccc(NC(=O)c3cccc4c(Cl)cccc34)c2n1	17.6	0.7	-3.1	x	x	7.5	2.6	-1.8%	-0.6
C/C(Nc1ccccc1)=C(/C#N)C(N)=O	18.5	-0.4	-3.6	x	-24.7	4.5	11.2	-1.9%	x

2 of the compounds above, as labelled records.
> O=C(NCc1ccccc1)c1cc(-c2ccco2)on1
  TRHR PAM = -0.2	D1 ag = 2.5	D1 antag = 0.4	D2 antagonist = 8.6	RXFP1 antag = -11.6	D2 PAM = -2.2	D1 PAM = -4.8	RXFP1 ag = 0.6%	D2 agonist = -0.2
> O=C(NCc1cccc(Cl)c1)c1ccc2nc(N3CCCCC3)sc2c1
  TRHR PAM = 1.2	D1 ag = 1.8	D1 antag = -1.3	D2 antagonist = x	RXFP1 antag = x	D2 PAM = 8.2	D1 PAM = -0.2	RXFP1 ag = -4.9%	D2 agonist = -0.1

(listing goes on)
SMILES	TRHR PAM	D1 ag	D1 antag	D2 antagonist	RXFP1 antag	D2 PAM	D1 PAM	RXFP1 ag	D2 agonist
CC(C)CN1CCC(=O)N(CCSc2ccc(Br)cc2)CC1	-6.2	7.1	2.2	20.3	x	-10.8	-3.1	-3.8%	0.2
O=[N+]([O-])c1ccc(/C=N/N/C(=N/c2ccccn2)c2ccccn2)cc1	-1.9	2.1	-18.0	12.4	-4.0	-4.9	3.1	2.4%	4.1
CSc1nnc(-c2sc3cc(C(F)(F)F)cnc3c2-c2ccccc2)n1C	10.2	0.1	3.7	10.3	-20.3	-3.4	-6.5	7.7%	0.4
CCOC(=O)c1cnc2cc(-c3ccc(Cl)cc3)nn2c1-c1ccccc1	0.7	6.0	-3.5	x	15.0	-3.2	-0.7	u	-0.3
CCOC(=O)C1=C(NC(=O)c2ccc(Br)o2)Nc2ccccc2N=C1	-1.8	3.8	-21.0	8.9	7.0	6.4	-0.1	-0.2%	-0.8
Cn1cc(CN2CCN(Cc3ccccc3)CC2)c(-c2cccc(Cl)c2)n1	-0.9	0.9	6.7	-17.4	-11.8	-25.9	-1.8	-1.6%	-0.4
Cc1ccc(S(=O)(=O)NCCC(=O)NCC(=O)Nc2c(C)cccc2C)cc1C	5.0	1.0	2.6	15.5	3.8	3.0	-2.8	-0.2%	0.9
Cc1ccc(/C=N/Nc2ccc(Cl)c(C(=O)O)c2)s1	-1.9	2.0	-5.2	-7.2	2.9	8.6	7.7	-0.5%	-0.6
CCn1c(=O)n(CC)c2cc(N3CCCC3)c(NC(=O)c3cc(Br)ccc3OC)cc21	-11.4	0.9	-28.7	-18.9	-33.6	2.4	-1.8	2.6%	-1.0
Cc1nnc(N2CCCC(C(=O)NCc3ccccc3)C2)c2nn(-c3ccccc3)c(C)c12 (stereo not drawn)	3.1	0.2	-22.3	x	-3.3	2.8	-1.4	5.0%	-0.7
O=S1(=O)CC/C(=N\O)c2ccccc21	-3.5	0.2	-15.0	-13.0	8.9	-4.5	-1.9	1.3%	0.8
CCOC(=O)c1c(N2C(=O)Nc3ccccc3N2O)n[nH]c1-c1cccc(Cl)c1	9.4	-2.0	-1.0	8.2	4.5	3.5	-5.7	-0.3%	-1.7
CCOc1ccc(NC(=O)Cn2c(=O)n(-c3ccccc3)c(=O)c3ccc(C(=O)NCc4ccc5c(c4)OCO5)cc32)cc1	-3.5	2.9	-20.8	x	x	-2.6	-0.2	-0.3%	-0.1
COc1ccc(CNC(=O)c2ccc3c(=O)n(-c4ccccc4)c(=O)[nH]c3c2)cc1	2.5	-0.4	-1.1	0.4	5.5	7.1	-1.1	24.3%	0.2
Cc1ccc(C)c(OCc2n[nH]c(=S)o2)c1	-2.6	1.9	0.9	-12.9	-17.6	20.8	-2.7	4.9%	0.2

Limited to D2 PAM, for two of the compounds above:
| Compound | D2 PAM |
| --- | --- |
| COc1ccc(CNC(=O)c2ccc3c(=O)n(-c4ccccc4)c(=O)[nH]c3c2)cc1 | 7.1 |
| Cc1ccc(C)c(OCc2n[nH]c(=S)o2)c1 | 20.8 |

The results go on.
SMILES	TRHR PAM	D1 ag	D1 antag	D2 antagonist	RXFP1 antag	D2 PAM	D1 PAM	RXFP1 ag	D2 agonist
Cc1ccc(C(C)C)c(OCC(=O)NC2CCN(C)CC2)c1	2.1	4.5	-2.0	3.7	1.1	-2.0	0.5	2.7%	0.5
COc1ccc(CC(=O)Nc2cc(C)c3c(=O)oc4ccccc4c3n2)cc1	1.5	1.0	-22.3	-7.4	x	5.8	-15.2	0.7%	0.4
O=C(NCCO)C1(c2ccc(Cl)cc2)CCCC1	-2.0	-2.5	26.4	32.2*	-26.4	3.4	-1.2	-1.0%	-0.3
Brc1ccc2c(c1)[C@H]1OCC[C@H]1[C@@H](c1cccs1)N2	1.5	6.9	-2.6	-2.4	-24.9	2.4	-9.1	-5.2%	-1.6
O=C(Cn1c(=O)n(Cc2ccc(C(=O)NCc3ccc4c(c3)OCO4)cc2)c(=O)c2ccccc21)Nc1ccccc1F	-4.9	2.2	-5.9	x	x	-8.5	0.5	0.3%	x
Cc1nc2ncnn2c(N2CCN(S(=O)(=O)c3ccc(Br)cc3)CC2)c1C	0.4	1.8	7.2	-11.8	-4.2	14.6	0.3	3.8%	0.9
O=C1CCCC2=C1C(c1ccccc1)C1=C(CCCC1=O)O2	-0.9	1.4	3.5	-6.3	x	0.3	-1.9	1.3%	-0.5
CCCCN(CC)C(=O)c1cc2c(=O)n3cccc(C)c3nc2n1C	13.8	-0.4	-17.6	x	1.8	5.3	-4.8	0.7%	-0.8
O=C(O)c1ccc(N/N=C/c2ccc3nccnc3c2)cc1	-3.1	2.2	-11.4	-4.5	-6.5	6.2	-2.6	0.9%	0.5
COC(=O)c1ccc(OC)c(NS(=O)(=O)c2ccc(-n3cnnn3)cc2)c1	12.4	8.4	-18.1	-6.4	3.8	3.1	x	0.4%	0.2
Cc1ccccc1OCC(=O)Nc1ccncc1	2.4	12.4	-18.2	x	-8.1	x	-3.8	0.7%	x
CCN(CCCNC(=O)C1CCCN(S(=O)(=O)c2cnc[nH]2)C1)c1ccccc1 (stereo not drawn)	-3.4	-0.2	-14.0	7.8	x	-9.9	-4.1	-1.3%	-1.6
CCN(CC)CCNC(=O)C1CCCN(c2nnc(C)c3c(C)n(-c4ccc(Cl)cc4)nc23)C1 (stereo not drawn)	12.2	1.5	-25.7	x	2.5	-9.4	-4.3	16.3%	-0.4
O=C(O)CCC(=O)Nc1ccc(NC(=O)c2ccc(Cl)cc2Cl)c(Cl)c1	-3.0	0.4	6.0	13.0	10.0	3.2	-0.9	-0.1%	0.0
O=C(NN=C1CCCC1)c1n[nH]c2c1CCCC2	4.2	3.9	-1.8	22.7	-8.8	-4.9	0.5	-0.1%	-1.2
CC(C)c1ccc2[nH]c3nc(SCC(=O)NC4CC4)nnc3c2c1	0.6	-0.8	7.1	-8.4	-26.3	x	0.5	0.4%	2.9
Cc1ccc(NC(=O)COn2nnc3ccc(S(=O)(=O)N(C)C)cc32)cc1F	1.7	5.2	x	-8.1	-12.0	-5.7	-4.2	2.8%	0.2
CC(Sc1ncc(S(=O)(=O)c2ccc(C(C)C)cc2)c(N)n1)C(=O)Nc1ccccc1 (stereo not drawn)	5.7	5.7	-11.4	x	x	-5.8	1.4	3.0%	0.8
CCCn1c2ccccc2c2cnn(CC(=O)Nc3ccccc3OC)c(=O)c21	4.7	3.7	2.1	x	-3.1	-7.7	-3.0	-0.3%	1.0
Cc1nn(-c2ccccc2)c(C)c1C(=O)OCc1ccc(C#N)cc1	-0.2	5.7	-9.4	17.0	14.4	-3.2	-1.4	-0.8%	0.3
CC1CCCC(NC(=O)NC(=O)CCl)C1C (stereo not drawn)	13.3	2.6	0.4	11.3	-7.2	9.8	2.5	-0.8%	0.3
CCOC(=O)c1cc(-c2ccc(C)cc2)n(CC(=O)Nc2cc(C)ccc2C)c1C	-4.4	-0.2	17.1	x	x	-0.8	-5.3	16.2%	0.3

Laid out differently: results already given.
> Cc1nn(-c2ccccc2)c(C)c1C(=O)OCc1ccc(C#N)cc1
  TRHR PAM: -0.2	D1 ag: 5.7	D1 antag: -9.4	D2 antagonist: 17.0	RXFP1 antag: 14.4	D2 PAM: -3.2	D1 PAM: -1.4	RXFP1 ag: -0.8%	D2 agonist: 0.3
> CC1CCCC(NC(=O)NC(=O)CCl)C1C (stereo not drawn)
  TRHR PAM: 13.3	D1 ag: 2.6	D1 antag: 0.4	D2 antagonist: 11.3	RXFP1 antag: -7.2	D2 PAM: 9.8	D1 PAM: 2.5	RXFP1 ag: -0.8%	D2 agonist: 0.3
